Screening results: PubChem, several laboratories
RmlCD inh 1536 = M. tuberculosis RmlC/RmlD coupled enzyme inhibitors, primary screen, biochemical, compound mixtures, 384-well, from 1536-well plates; dTDP-4-dehydrorhamnose reductase (Mycobacterium tuberculosis (strain ATCC 25618 / H37Rv)) …; RmlC+RmlD coupled enzyme assay, percent inhibition; primary screen in compound mixtures; inhibition, % at 3.6 µM; 160,000 compounds, 0.03% hits; in the data active means inhibition mostly above about 34%, no sharp cut-off; inconclusive means no clear call, values can overlap the other calls; inactive means mostly below about 22%; further: some results filed as inactive read as strong as hits
Target sequence (P9WH09 whole entry, looked up): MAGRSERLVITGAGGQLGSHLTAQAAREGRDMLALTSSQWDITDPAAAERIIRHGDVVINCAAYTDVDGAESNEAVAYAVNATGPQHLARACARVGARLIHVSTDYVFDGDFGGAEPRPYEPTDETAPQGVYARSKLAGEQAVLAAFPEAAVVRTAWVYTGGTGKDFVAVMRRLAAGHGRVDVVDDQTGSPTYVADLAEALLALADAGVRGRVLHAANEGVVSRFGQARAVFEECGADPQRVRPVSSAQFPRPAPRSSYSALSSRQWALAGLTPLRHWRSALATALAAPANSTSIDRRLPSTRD
Target sequence (P9WH11 whole entry, looked up): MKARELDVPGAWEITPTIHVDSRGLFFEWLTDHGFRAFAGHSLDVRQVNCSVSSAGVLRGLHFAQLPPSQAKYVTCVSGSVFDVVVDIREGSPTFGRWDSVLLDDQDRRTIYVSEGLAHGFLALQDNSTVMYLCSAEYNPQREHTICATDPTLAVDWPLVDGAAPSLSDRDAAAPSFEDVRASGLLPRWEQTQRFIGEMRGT
M. tuberculosis GlmU = inhibition of mycobacterial GlmU enzyme – biochemical, glucosamine-1-phosphate acetyltransferase (AID 1376); Bifunctional protein GlmU (Mycobacterium tuberculosis (strain ATCC 25618 / H37Rv)); M. tuberculosis GlmU acetyltransferase enzyme assay; higher % means a stronger effect; one-dose inhibition, %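 (tested at 30 µM in the primary screen)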; IC50 in µM for titrated hits; 220,000 compounds, 0.25% hits; in the data active means inhibition above about 13%; inconclusive means no clear call, values can overlap the other calls;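 further: 0% = complete reaction with vehicle and 100% = reaction without substrate; strong numbers were not always called active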
Numbers without * were called inactive; ? = inconclusive; . = no result given; & = joins results of further samples. The list is partial, so the mix of outcomes need not match the whole.

SMILES	RmlCD inh 1536	M. tuberculosis GlmU
Cc1nc2cc(NC(=O)Nc3ccc(N4CCOCC4)cc3)ccc2n1C	3.3	0.2%
Cc1c(NC(=O)CCSc2ccc(Cl)cc2)c(=O)n(-c2ccccc2)n1C	10.5	2.4%
Cc1cccc(NC(=S)N/N=C(\c2ccccc2)C(C)C)c1	?	2.1%
CC(C)CN1C(=O)CC(Sc2ccccc2C(=O)O)C1=O (stereo not given)	5.9	5.7%
CCOc1ccc(CCNC(=O)CSCc2ccc(C)cc2)cc1OCC	.	0.4%
CCn1c(=O)cc(OCC(=O)NCC2CCCO2)c2ccccc21 (stereo not given)	.	0.2%
COC(=O)c1cc(C(=O)c2cc(F)ccc2O)cn2c(=O)c3c(C)c(C)sc3nc12	12.7	-0.5%
COc1ccc(Nc2nnc(SC(C(=O)Nc3ccc(OC)c(Cl)c3)c3ccccc3)s2)cc1 (stereo not given)	-3.2	-4.5%
COc1ccccc1C(=O)N(NC(=O)Oc1ccccc1)C(C)(C)C	-5.9	6.0%
COc1ccccc1C(=O)NNC(=O)C(=O)NC(C)C	5.7	2.8%
COC(C)(C)[C@H](O)COc1c2ccoc2cc2oc(=O)ccc12	.	1.0%
CCOC(=O)n1c(=O)oc2cc(S(=O)(=O)N3CCCCC3)ccc21	6.5	4.0%
C=CCNC(=O)Nc1ccc2oc(C)nc2c1	14.1	0.4%
O=C(COC(=O)c1cc(-c2ccco2)nc2ccccc12)NCc1ccccc1	.	1.6%
CCOP(=O)(OCC)C(NC(=O)Nc1ccc(C)c(Cl)c1)c1ccccc1 (stereo not given)	-0.3	3.5%
CC1CC(C)CN(C(=O)CNS(=O)(=O)c2ccc(Br)s2)C1 (stereo not given)	-3.8	-5.4%
CN(C)c1nc(OCCOC(=O)COc2ccc(Cl)cc2Cl)nc(N(C)C)n1	8.0	-5.0%
CCN(CC)c1ccc(N2C(=O)/C(=C\c3cccs3)SC2=S)cc1	-11.2	-0.7%
COc1ccc(Cl)cc1-n1c(C)cc(C(=O)OCC(=O)N2CC(=O)Nc3ccccc32)c1C	.	-5.3%
Cc1cccc(OCC(O)CN2C(C)(C)CC(O)CC2(C)C)c1 (stereo not given)	5.5	-0.9%

Not a retest: an excerpt of the list.
SMILES	RmlCD inh 1536	M. tuberculosis GlmU
Cc1nc2cc(NC(=O)Nc3ccc(N4CCOCC4)cc3)ccc2n1C	3.3	0.2%
Cc1c(NC(=O)CCSc2ccc(Cl)cc2)c(=O)n(-c2ccccc2)n1C	10.5	2.4%

Next structures:
SMILES	RmlCD inh 1536	M. tuberculosis GlmU
CCOC(=O)c1ccc2c(c1)nc(SCC(=O)N1CCCCC1)n2CC	.	-1.9%
CCC(C)NC(=O)CN(c1ccc2c(c1)OCO2)S(=O)(=O)c1c(C)n[nH]c1C (stereo not given)	2.8	3.7%
Cc1ccc(/C=N/NC(=S)NC2CCS(=O)(=O)C2)cc1 (stereo not given)	-15.0	1.5%
COc1ccc(OC)c2sc(NC(=O)c3ccc(S(=O)(=O)N(C)C)cc3)nc12	-8.5	2.0%
N=C(N)SCc1ccc(O)c([N+](=O)[O-])c1	-0.5	1.4%
COc1ccccc1-n1cnnc1SCC(=O)Nc1nc(C)c(Cl)cc1Cl	3.6	-3.6%
c1cnc2c(c1)ccc1cccnc12	-5.5	-0.1%&-3.5%
C=CCNC(=O)Nc1ccc(OCC)cc1	5.1	6.0%
Cc1onc(C(=O)N2CCN(c3ccccc3F)CC2)c1-c1ccccc1Cl	8.1	0.0%
CCCCOC(=O)c1ccc(NC(=O)C(=O)NCc2ccncc2)cc1	8.3	6.2%
Clc1cccc(OCc2nc(-c3ccncc3)no2)c1	5.3	-3.8%
COc1cc(/C=N/Nc2nc3ccccc3s2)cc([N+](=O)[O-])c1O	1.7	13.2%*
O=C(NNC1CC(=O)N(c2ccc(Cl)cc2)C1=O)c1ccccc1Cl (stereo not given)	-3.8	-2.6%
COC(=O)/C(C#N)=C(/Nc1ccc(F)c(Cl)c1)C(F)(F)F	.	-5.2%
COc1ccc(/C(O)=C/c2nc3ccc(C(=O)NCCc4cccc(C)c4)cc3[nH]c2=O)cc1OC	-5.2	1.8%
Cc1cccc(C)c1NC(=O)C(c1cccc([N+](=O)[O-])c1)N(C)C(=O)c1ccccn1 (stereo not given)	18.2	-0.1%
COc1ccc(C(=O)Nc2nc(C)c3cc4c(cc3n2)OCO4)cc1	-11.6	3.8%
Cc1occc1C(=O)NNS(=O)(=O)c1ccc(Cl)cc1	-1.3	8.7%
CN(C)CCCN=Cc1c(O)n(CCc2ccccc2)c(=O)[nH]c1=O	.	-4.8%
COc1ccc(CC2(CO)CCN(Cc3ccncc3)CC2)cc1	-3.3	-0.1%
O=S(=O)(Nc1cccc(-c2ccc3nncn3n2)c1)c1ccc(Cl)s1	-8.7	4.8%
CC(C(=O)Nc1ccc(F)c(F)c1F)N(C)CC(=O)Nc1ccccc1Br (stereo not given)	7.8	-2.0%
CCCC(=O)NC(=S)Nc1ccccc1N1CCOCC1	-7.1	3.1%
O=C(CP(=O)(c1ccccc1)c1ccccc1)Nc1nc2ccc(Cl)cc2s1	-0.8	-1.1%
COc1cc(OC)c(C(=O)Nc2ccc(S(=O)(=O)Nc3ncccn3)cc2)cc1OC	.	1.1%
COC(=O)c1ccccc1NC(=O)Nc1cc(C)cc(C)n1	-8.0	5.5%
O=C(/C=C/c1ccco1)Nc1ccccn1	.	0.3%
COc1cc(S(=O)(=O)N2CCCCC2)ccc1NC=O	20.9	.
COc1ccc(NC(=O)CSc2nnc(-c3ccncc3)n2C)cc1	-5.1	0.5%
COc1cc(NC(C)CCCN)c2ncccc2c1Oc1ccccc1 (stereo not given)	-11.2	-9.1%
Cc1ccc(-c2nc(NC(=O)CSc3nnc(C)s3)ns2)cc1	14.8	-0.7%
Cc1cccc(C)c1NC(=O)CS(=O)CC(=O)NC1CCN(Cc2ccccc2)CC1 (stereo not given)	.	-4.5%
CCOC(=O)c1c(C2CC2)csc1NC(=O)COC(=O)c1cnc(Cl)c(Cl)c1	6.2	4.4%
CCOC(=O)c1csc(COc2ccccc2Cl)n1	-13.5	-3.3%
CCc1cccc(NC2c3ccccc3C(=O)N2c2ccc(C)cn2)c1 (stereo not given)	-6.4	-2.8%
O=C(NC(=S)Nc1ccc(N2CCCCC2)cc1)c1cccs1	5.6	-1.0%
Cc1nnc(NC(=O)c2ccc3c(c2)C(=O)N(CC2CCCO2)C3=O)s1 (stereo not given)	.	1.7%
C=C(C)CN(CC)C(=O)CSc1nc(O)cc(=O)n1C1CCCC1	-9.6	2.6%
CCCNc1nc2c(c(=O)[nH]c(=O)n2C)n1Cc1ccc(F)cc1	.	5.5%
Cc1cc(C(=O)CC#N)c(C)n1CC(F)(F)F	27.6	0.4%
O=C(NCc1ccco1)c1c(F)c(F)c(F)c(C(=O)NCc2ccco2)c1F	.	1.3%
CC1CN(C(=O)N2c3ccccc3Sc3ccccc32)CC(C)O1 (stereo not given)	7.5	-2.0%
Cc1ccc(Cl)cc1N1CCN(C(=O)Cc2csc(Nc3nc(=S)[nH]c4ccccc34)n2)CC1	-8.5	3.3%
COc1cccc(-c2nc(N3CCCC3)c3ccccc3n2)c1O	-5.2	4.6%
CN(C(=O)Cn1cc(C(F)(F)F)ccc1=O)c1c(N)n(Cc2ccccc2)c(=O)[nH]c1=O	16.9	.
O=C(Nc1ccc(Cl)cc1)N1CCC(c2nc(-c3cccs3)no2)CC1	8.7	1.7%
CCN(CC)c1ccc(/C=C(\C#N)C(=O)c2ccc(Br)cc2)cc1	.	1.1%
c1ccc2c(c1)CSc1ccccc1C2C1=NCCN1 (stereo not given)	-5.0	1.5%
Cc1nn(CC#N)c(=O)n1-c1ccc(Cl)cc1	8.9	0.9%
CC1Cc2cc(/C(O)=C3/C(=O)C(=O)N(CCN4CCOCC4)C3c3cccc(O)c3)ccc2O1 (stereo not given)	5.2	-0.6%
COc1ccc(N2C(=O)c3ccccc3C2=O)cc1	-5.0	5.3%
COc1ccc(/C(O)=C2\C(=O)C(=O)N(Cc3ccco3)C2c2cc(OC)ccc2OC)cc1 (stereo not given)	-2.2	2.1%
Cc1ccc2c(c1)N=C(c1ccc(F)cc1)CO2	-1.2	-6.4%
Cc1ccc(C(=O)COC(=O)CCN2C(=O)C3C4CC(C(Br)C4Br)C3C2=O)cc1 (stereo not given)	-3.8	5.5%
O=C(CSc1nccc(-c2cccs2)n1)Nc1ccc(F)c(Cl)c1	.	11.8%
O=C(CSc1n[nH]c(=O)[nH]c1=O)Nc1ccc(C(=O)O)cc1	-4.1	-8.6%
O=C(CN1C(=O)c2ccccc2C1=O)Nc1nnc(C2CCCO2)s1 (stereo not given)	105.6	6.4%
CCCn1nc([N+](=O)[O-])c(C(C#N)c2nc3ccccc3s2)c(Cl)c1=O (stereo not given)	-0.6	4.7%
COc1cc(S(=O)(=O)n2cnc(C)c2)ccc1Br	-2.6	-0.3%
O=C(CN1CCCCCC1)Nc1cc(C(F)(F)F)ccc1Cl	6.7	6.6%
Additional compounds.
SMILES	RmlCD inh 1536	M. tuberculosis GlmU
Fc1ccc(Nc2c3c(nc4ccccc24)CCC3)cc1	4.5	-4.7%
NC(=O)CC(NC(=O)Cc1cccc2ccccc12)c1ccc(NCC2CC2)c([N+](=O)[O-])c1 (stereo not given)	-13.3	3.6%
CCC(C)C(=O)N1CCc2cc(-c3csc(N)n3)ccc21 (stereo not given)	2.1	5.2%
O=C(/C=C/c1ccc2c(c1)OCO2)Nc1ccc(Cl)cn1	-3.2	-5.2%
C/C(=N\Nc1ccc(C(F)(F)F)cc1[N+](=O)[O-])C1CC1	9.6	-5.8%
Cc1ccc(C)n1Cc1ccc(C(=O)O)cc1	-8.7	5.9%
Cn1c(=NC(=O)c2ccco2)sc2cccc(F)c21	27.0	5.6%
Cc1cc(NS(=O)(=O)c2ccc(NC(=S)NC(=O)c3cccc(S(=O)(=O)N(C)C)c3)cc2)no1	1.2	0.5%
COc1ccc(C(=O)NCC(=O)OCC(=O)N2CCCc3ccccc32)cc1	18.6	2.1%
CCCCn1c(SCC(=O)Nc2nnc(C(C)C)s2)nc2c1c(=O)n(C)c(=O)n2C	108.4	-1.3%
Cn1c(=O)[nH]c(=O)c2c1nc(CN1CCN(c3ccc(F)cc3)CC1)n2CCN1CCOCC1	8.3	-2.5%
O=C(NC1CCCC1)c1ncn[nH]1	-13.8	-2.4%
CCOC(=O)c1cccc(NC(=O)COc2ccc([N+](=O)[O-])cc2)c1	-0.5	-5.0%
CCCCN(C(=N)N1CCCCC1)c1nc(C)c([N+](=O)[O-])c(=O)[nH]1	.	2.3%
O=C(Nc1nc2ccc(Cl)cc2s1)C1CCCO1 (stereo not given)	18.4	-3.2%
Cc1c(C#N)c2ccccc2n1CC(=O)N1CCCc2ccccc21	8.2	-7.4%
COc1ccc(/C=N/NC(=O)c2cccc([N+](=O)[O-])c2)cc1OS(=O)(=O)c1ccccc1	-14.0	0.0%
COc1ccc2c(=O)cc(-c3ccccc3)n(C)c2c1	.	6.1%
O=C(NCc1ccc2c(c1)OCO2)C12CC3CC(CC(C3)C1)C2	4.6	-4.2%
Cc1ccc(C)c(-c2csc(N)c2C(=O)OC(C)C)c1	.	2.9%

Full records, quoted from the list.
`COc1ccc(C(=O)NCC(=O)OCC(=O)N2CCCc3ccccc32)cc1` as listed: RmlCD inh 1536 = 18.6; M. tuberculosis GlmU = 2.1%
`Cc1ccc(C)c(-c2csc(N)c2C(=O)OC(C)C)c1` as listed: RmlCD inh 1536 = .; M. tuberculosis GlmU = 2.9%

(next part)
SMILES	RmlCD inh 1536	M. tuberculosis GlmU
CCCCCCCN1C/C=C\C(c2ccc(OC)cc2)N(Cc2ccc(F)cc2)C(=O)[C@H]1Cc1ccccc1 (stereo not given in full)	.	1.6%
CCOc1cc(CO)cc(Br)c1OCC(=O)Nc1ccccc1C	7.7	-1.6%
Cc1cc(=O)oc(C)c1C(=O)NCC(C)C	.	0.9%
CC(=O)c1ccc(N2CCN(C(=O)Nc3cccc(F)c3)CC2)cc1	2.1	-1.4%
Cc1cc(Oc2ccccc2)nc(N2CCOCC2)n1	6.8	-0.6%
O=C(Nc1ccc(Br)cc1)c1cnccn1	-4.1	6.4%
COc1ccc(CNC(=O)Nc2cc(C)cc(C)c2)cc1	-3.2	1.1%
CN1C(=O)N(C)C2(c3ccccc3)Nn3c(s/c(=C/c4ccccc4F)c3=O)=NC12c1ccccc1 (stereo not given)	3.7	.
Cc1ccc(S(=O)(=O)N/N=C2/CC(=O)CC(C)(C)C2)cc1[N+](=O)[O-]	.	5.7%
CC(=O)c1ccc(S(=O)(=O)Nc2cccc(-c3cn4c(n3)SCC4)c2)cc1	-8.9	2.4%
c1ccc(N=C(c2cccs2)N2CCOCC2)cc1	.	-2.8%
COc1cc(CN2CCN(Cc3ccc(SC)cc3)CC2)cc(OC)c1O	-14.5	-3.3%
O=C(c1ccc2nc(-c3ccco3)c(-c3ccco3)nc2c1)N1CCC2(CC1)OCCO2	5.4	.
Cc1cccc(/C=N/NC(=O)NC23CC4CC(CC(C4)C2)C3)n1	36.2	-6.6%
COC(=O)c1[nH]c2ccccc2c1NC(=O)c1ccccc1F	-15.2	0.2%

4 entries from above, with bars between the fields:
Compound | RmlCD inh 1536 | M. tuberculosis GlmU
COc1cc(CN2CCN(Cc3ccc(SC)cc3)CC2)cc(OC)c1O | -14.5 | -3.3%
Cc1cc(=O)oc(C)c1C(=O)NCC(C)C | . | 0.9%
CC(=O)c1ccc(N2CCN(C(=O)Nc3cccc(F)c3)CC2)cc1 | 2.1 | -1.4%
COC(=O)c1[nH]c2ccccc2c1NC(=O)c1ccccc1F | -15.2 | 0.2%
